MPTP inh – permeability transition pore inhibition; isolated mouse mitochondria, Ca2+ swelling absorbance, 30 min; inhibition, % at 10 µM; actives 1.4% (n = 360,000); AID 602449;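 active = inhibition of 50% or more, scaled per plate between neutral and stimulator controls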;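 note: 0% = DMSO wells given calcium and 100% = 1 mM EGTA wells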
* hit, by the source's call. Not all compounds are listed (hit frequency here may not be typical).

MPTP inh,Structure
0.5,Cc1ccc(S(=O)(=O)NC(=O)C2(C)CCN2C(=O)c2ccccc2CCc2ccccc2)cc1 (configuration not stated)
-1.0,CCN(CC)C(=O)C1=C(C)N(Cc2ccc(C(C)(C)C)cc2)C(=O)C(CC(=O)NC(c2ccccc2)c2ccccc2)C1 (configuration not stated)
-2.2,CCN(CC(=O)Nc1ccc2c(c1)OCCO2)C(=O)COc1ccc(C(C)=O)cc1
3.6,COc1cc(C(C)=O)ccc1OCc1cn(CC(=O)c2ccc(O)cc2)nn1
-2.2,CCc1nc2c(OCCn3cccc3)cccn2c1N(C)C(=O)c1ccc(C)cc1
-1.6,CC(C)(C)NC(=O)C(c1ccc(O)cc1)N(Cc1ccc2c(c1)OCO2)C(=O)CCl (configuration not stated)
-1.4,CC(C)(C)NC(=O)C1c2ccccc2OCC(=O)N1CCCN1CCOCC1 (configuration not stated)
-0.2,O=C(COC(=O)c1cnc(Cl)c(Cl)c1)NC1CCCC1
0.1,COc1ccc(-c2cc(NC(C)=O)c3ncc(-c4cc(OC)c(OC)c(OC)c4)n3c2)cn1
0.5,O=C(CC[C@H]1O[C@@H](n2ccc(=O)[nH]c2=O)[C@H](O)[C@@H]1O)N[C@H](Cc1ccccc1)C(=O)NCc1cccs1
8.0,O=[N+]([O-])c1ccc(C(S(=O)(=O)Cc2ccccc2)S(=O)(=O)Cc2ccccc2)cc1
0.0,CCCCNC(=O)C1(C)CCC(=O)N1C1CCN(Cc2ccccc2)CC1 (configuration not stated)
-0.2,Cc1cccc(C)c1NC(=O)C1(C)CN(S(C)(=O)=O)CC(=O)N1CCc1c[nH]c2ccccc12 (configuration not stated)
-0.3,NC(=O)c1cccc(Nc2nc(C(N)CCc3ccccc3)cs2)n1 (configuration not stated)
0.4,O=C(NC(c1ccccc1)c1ccc2ccccc2n1)C1CCN(Cc2ccc(Oc3ccccc3)cc2)CC1 (configuration not stated)
-1.6,COc1ccc2c(CN3CCCC3)cc(=O)oc2c1
-0.8,Cc1noc(C)c1S(=O)(=O)Nc1ccc2c(c1)C(=O)N([C@H](C)CO)C[C@H](C)[C@H](CN(C)C(=O)NC(C)C)OCCCC[C@@H](C)O2
0.2,CS(=O)(=O)N(CC(=O)N1CCCC1)C1CCCCC1
0.0,C=C1C(=O)[C@]23C[C@H]1CCC2[C@@]1(C)C(C[C@@H]3O)[C@](C)(C(=O)O)C[C@H](O)[C@@H]1O (some centres not stated)
3.8,CCOC(=O)N(C)c1c(CC)nc2c(OCCC3CCCCC3)cccn12
2.2,COc1cc2c(cc1[N+](=O)[O-])-c1ccc([N+](=O)[O-])cc1C2
0.5,CN1CCCN(c2cc(-c3ccc4ccccc4c3)nc3ccnn23)CC1
0.5,O=C(CSc1ccc2nnc(-c3cccnc3)n2n1)Nc1ccccc1F
82.1*,O=C(Nc1ccc([N+](=O)[O-])cc1)C(c1ccccc1)c1ccccc1
-1.9,Fc1cccc(Cc2c(-c3ccco3)nc3c4ccccc4ccn23)c1
1.2,O=C1CCC(OCc2ccccc2)CCN1[C@H](CSc1ccccc1)Cc1ccccc1 (some centres not stated)
0.3,OC[C@@H]1CN(Cc2cccnc2)C[C@H](n2cnc3c(NC4CCCC4)ncnc32)O1
-0.6,COCOCCn1cc(CN2CCS(=O)(=O)N(Cc3ccc(-c4ccc(OC)cc4)cc3)C(CC(C)C)C2=O)nn1 (configuration not stated)
-2.0,C[C@H](CO)N1C[C@H](C)[C@@H](CN(C)S(=O)(=O)c2cccc(F)c2)OCc2cnnn2CCCC1=O
0.5,COc1ccc2c(CN3CCN(C(C)=O)CC3)cc(=O)oc2c1
-0.1,CCCC(=O)N1CCC1(C)C(=O)NS(=O)(=O)c1ccc(C)cc1 (configuration not stated)
-0.6,COc1ccc(OC(F)(F)F)cc1CC1(C)C(=O)Nc2ccc(-c3ccsc3)cc21 (configuration not stated)
0.5,COC(=O)C[C@H]1CC[C@@H](NC(=O)Nc2cccc(OC)c2)[C@@H](CO)O1
2.6,CC(C)CC1C(=O)N(Cc2cn(CCC3OCCCO3)nn2)CCS(=O)(=O)N1Cc1ccc(-c2cccc(CO)c2)cc1 (configuration not stated)
0.5,CC1(Cc2ccc(Cl)cc2)C(=O)Nc2ccc(-c3cccnc3)cc21 (configuration not stated)
0.3,CCNC(=O)C1(C)CCN(C(=O)c2cccc(Cl)c2)C1 (configuration not stated)
-0.6,CC(C)(C)Cc1c(-c2cccc(Cl)c2)nc2ccc(Br)cn12
-0.1,CCNC(=O)C1(C)CCCN(C(=O)c2ccc(OC)c(F)c2)C1 (configuration not stated)
0.1,Cc1ccc(S(=O)(=O)N2Cc3ccccc3CC2C(=O)N(C)C)cc1 (configuration not stated)
1.9,COc1ccccc1-c1ccc2c(c1)C(C)(Cc1cc(Cl)ccc1C(F)(F)F)C(=O)N2 (configuration not stated)
-1.2,COc1ccccc1-c1ncn(Cc2cccc(-c3ccccc3)c2)c1-c1ccco1
-1.5,CCCCCCn1cc(CN2CC(N3CCN(CCN(C)C)CC3)CS2(=O)=O)nn1 (configuration not stated)
1.1,OC(c1ccc(F)cc1)c1nc(-c2cccs2)cs1 (configuration not stated)
-0.6,CCOc1ccc(CCNC(=O)COC(=O)c2ccc(C)c(S(=O)(=O)N3CCOCC3)c2)cc1OCC
-0.2,CCc1nc2ccc(C(=O)NCCNC(C)=O)cn2c1N(CC)Cc1cccc(Br)c1
0.2,CCN(C(=O)c1cc(OC)c(OC)c(OC)c1)C1CCCCC1
-0.3,CCCC(C)(C)C(=O)N1CCC1(C)C(=O)Nc1cccc2ccccc12 (configuration not stated)
-1.1,NC(Cc1ccccc1)c1csc(Nc2ccc(C(=O)NCCCO)cn2)n1 (configuration not stated)
-0.4,Cc1ccc(CNC(=O)[C@H]2O[C@@H](n3cnc4c(N)ncnc43)[C@H](O)[C@@H]2O)o1
0.6,CCOC(=O)c1c(-c2cc(OC)c(OC)c(OC)c2)csc1NC(=O)c1ccccc1

New compounds follow
MPTP inh,Structure
0.4,O=C(NCc1ccccc1)c1cc(C2COCCN2C(=O)C2CC2)on1 (configuration not stated)
-0.1,Cc1cc(C)c(NC(=O)C2C(=O)Nc3ccccc3C(=O)N2C(C)(C)C)c(C)c1 (configuration not stated)
-0.6,O=C(CC[C@H]1O[C@@H](n2ccc(=O)[nH]c2=O)[C@H](O)[C@@H]1O)N[C@@H](Cc1ccccc1)C(=O)NCc1ccccc1
2.8,CCc1cc(-c2nnn(CCC3COCCO3)c2CC)ccc1-c1cn(Cc2ccc3ccccc3c2)nn1 (configuration not stated)
-1.0,O=[N+]([O-])c1ccc(CN2[C@H](COCc3ccccc3)[C@@H](N3CCCC3)CS2(=O)=O)cc1
0.2,CCc1nc2c(OCc3ccc(OC)cc3)cccn2c1N(C)C(=O)c1ccco1
-2.6,COC(=O)[C@]12CCCCC=C1N(Cc1cccc3ccccc13)C(=O)[C@H](CC(=O)NCc1ccc(C)o1)C2
-3.5,CCCCCCCCN1C(=O)[C@H](CC(=O)N2CCN(C(=O)C3CC3)CC2)C[C@@]2(C(=O)OC)CC(C)(C)CC=C12
-1.2,CCc1nc2ccc(C(=O)NCCNC(C)=O)cn2c1N(C)Cc1ccc(OC)cc1
0.7,Cc1nc(C(F)(F)F)ccc1C(=O)N1CCCCCC1(C)C(=O)NCC(C)C (configuration not stated)
-2.3,O=C(COc1ccc([N+](=O)[O-])cc1)NNC(=O)C1COc2ccccc2O1 (configuration not stated)
-0.8,O=C1NC(Cc2ccccc2)c2nc3ccc(Br)cc3c(=O)n2-c2cc3ccccc3cc21 (configuration not stated)
1.0,CCC[C@H]1CN(c2ccccc2)C(=O)[C@@H]1CC(=O)Nc1ccc(OC)cc1
0.0,CCN(CC)C(=O)C1=C(C)N(Cc2ccc(F)cc2)C(=O)C(CC(=O)NC2CCCC2)C1 (configuration not stated)
3.0,COCCCNc1ccn2nc(-c3ccc(OCc4ccccc4)cc3)cc2n1
-1.0,CC(=O)Oc1ccc2c(c1)C(=O)CCCCCC(=O)O2
-1.1,CO[C@H]1CN(C)C(=O)c2cc(NC(=O)C3CCOCC3)ccc2OC[C@H](C)N(Cc2nccs2)C[C@H]1C
1.0,CC(=O)N1CC2(CC(c3ccc(Cl)cc3Cl)=NO2)CN1c1cccc(Cl)c1 (configuration not stated)
1.2,COc1ccc(CC(=O)N(CCC2=CCCCC2)c2c(N)n(Cc3ccccc3)c(=O)[nH]c2=O)cc1
0.2,Cc1ccc(C)c(NC(=O)C2(C)CCN2C(C)C)c1 (configuration not stated)
0.5,COc1ccncc1-c1ccc(C2=CC(=O)CC(C)(C)C2=O)cc1
1.4,O=C(NCCc1ccc2c(c1)OCO2)Oc1ccccc1
-0.5,CCN1C(=O)[C@@H]2[C@@H]3CN(S(=O)(=O)c4ccc(C)cc4)[C@@H](c4ccccc4)[C@@H]3C(=O)C[C@@H]2C1=O
0.4,COc1cccc(CNC(=O)[C@@H]2CCCN2C(=O)[C@H]2CCCCN2C(=O)c2c(F)cccc2F)c1
0.7,COc1ccc(S(=O)(=O)N2CCC(C(=O)NCCC(=O)NCc3cccnc3)CC2)cc1

Three entries from above, arranged by the value under MPTP inh, rising.
MPTP inh,Structure
-0.6,CCOc1ccc(CCNC(=O)COC(=O)c2ccc(C)c(S(=O)(=O)N3CCOCC3)c2)cc1OCC
0.4,O=C(NC(c1ccccc1)c1ccc2ccccc2n1)C1CCN(Cc2ccc(Oc3ccccc3)cc2)CC1 (configuration not stated)
1.4,O=C(NCCc1ccc2c(c1)OCO2)Oc1ccccc1

The results go on.
MPTP inh,Structure
-0.1,Cc1ccc(S(=O)(=O)NC(=O)NC2=NC(C)(C)N(c3ccc(Cl)c(Cl)c3)C(N)=N2)cc1
1.9,CC(C)(C)c1ccc(CC(=O)N2CCC2(C)C(=O)NS(=O)(=O)c2ccc(Cl)s2)cc1 (configuration not stated)
0.6,CC1(C(=O)Nc2cccc3c2CCCC3)CCN1C(=O)C1(c2ccccc2)CC1 (configuration not stated)
0.4,CCOC(=O)c1c(-c2cc(OC)c(OC)c(OC)c2)csc1N
1.7,CCc1nc2c(OCc3ccc(OC(F)F)cc3)cccn2c1N(C)C(=O)c1ccco1
0.3,CC1=C(C(=O)N2CCOCC2)CC(CC(=O)NCc2cccc3ccccc23)C(=O)N1Cc1ccccc1 (configuration not stated)
0.0,Cn1c(CCN2CCCC2)nc2cc(NC(=O)COc3ccc(Cl)cc3)ccc21
-0.1,Cc1ccc(-c2ccc3c(c2)O[C@H](CN(C)Cc2cncnc2)[C@@H](C)CN([C@H](C)CO)S3(=O)=O)cc1
-0.7,CCCCOCCCNC(=O)C[C@@H]1C[C@@]2(C(=O)OC)CCCCC=C2N(CCC2=CCCCC2)C1=O
-2.5,CCc1nc2ccc(C(=O)Nc3cccc(NS(C)(=O)=O)c3)cn2c1N(C)CCN1CCOCC1
0.4,CSCCNC(=O)C1(C)CCN1C(=O)CCc1ccccc1 (configuration not stated)
0.1,Cc1ccc([C@H]2N[C@]3(CCCN(CC4CCCCC4)C3=O)[C@H]3C(=O)N(Cc4ccccc4)C(=O)[C@@H]23)cc1
1.0,COCCNC(=O)C1(C)CCCN(Cc2ccc(C)c3ccccc23)C1 (configuration not stated)
1.4,COc1ccc(OC)c(CN2CCN(C(=O)c3cccc(S(=O)(=O)N(C)c4ccccc4)c3)CC2)c1
0.8,CCCc1c(C(=O)N/N=C/C2CC=CCC2)nnn1-c1nonc1N (configuration not stated)
-1.3,COc1ccc([C@H]2C[C@H](O)C[C@@H](CCn3cc(-c4ccccc4)nn3)O2)cc1
-1.0,CCS(=O)(=O)N1Cc2cc(C(=O)N(C)C)nc(-c3cccc(-c4ccc(F)cc4)c3)c2[C@H]1CCO
2.8,Clc1ccc(-c2nc3ccc(Cl)cn3c2Cc2cccc(Cl)c2)cc1
0.1,COc1ccc(OC)c(NC(=O)C2CCCN2S(=O)(=O)c2ccc3c(c2)CC(C)N3C(C)=O)c1 (configuration not stated)
0.5,CCc1nc2ccc(C(=O)NCCc3ccccn3)cn2c1N(C)Cc1ccc(N(C)C)cc1
-0.8,Cc1ccc(S(=O)(=O)Nc2ccccc2O)cc1
-1.9,NC(=O)c1ccc(NC(=O)COC(=O)C23CC4CC(CC(C4)C2)C3)cc1
-0.3,Cc1ccc(S(=O)(=O)N2[C@@H](Cc3ccccc3)CO[C@H]2CC(=O)c2cccc3ccccc23)cc1
-1.4,CC(O)(c1ccccc1)c1nc(-c2ccc(S(C)(=O)=O)cc2)cs1 (configuration not stated)
0.3,COc1ccc(NC(=O)C[C@@H]2C(=O)N(Cc3ccccc3)CC2(C)C)cc1
0.8,COCCNc1ncnc2c1ncn2[C@H]1CN(Cc2ccc(OC)cc2)C[C@@H](CO)O1
1.8,CN(CC(=O)Nc1ccc(Cl)c(C(F)(F)F)c1)C(=O)COc1cccc2cccnc12

Of the compounds above, twelve have a Cl atom:
MPTP inh,Structure
-1.6,CC(C)(C)NC(=O)C(c1ccc(O)cc1)N(Cc1ccc2c(c1)OCO2)C(=O)CCl (configuration not stated)
-0.2,O=C(COC(=O)c1cnc(Cl)c(Cl)c1)NC1CCCC1
0.5,CC1(Cc2ccc(Cl)cc2)C(=O)Nc2ccc(-c3cccnc3)cc21 (configuration not stated)
0.3,CCNC(=O)C1(C)CCN(C(=O)c2cccc(Cl)c2)C1 (configuration not stated)
-0.6,CC(C)(C)Cc1c(-c2cccc(Cl)c2)nc2ccc(Br)cn12
1.9,COc1ccccc1-c1ccc2c(c1)C(C)(Cc1cc(Cl)ccc1C(F)(F)F)C(=O)N2 (configuration not stated)
1.0,CC(=O)N1CC2(CC(c3ccc(Cl)cc3Cl)=NO2)CN1c1cccc(Cl)c1 (configuration not stated)
-0.1,Cc1ccc(S(=O)(=O)NC(=O)NC2=NC(C)(C)N(c3ccc(Cl)c(Cl)c3)C(N)=N2)cc1
1.9,CC(C)(C)c1ccc(CC(=O)N2CCC2(C)C(=O)NS(=O)(=O)c2ccc(Cl)s2)cc1 (configuration not stated)
0.0,Cn1c(CCN2CCCC2)nc2cc(NC(=O)COc3ccc(Cl)cc3)ccc21
2.8,Clc1ccc(-c2nc3ccc(Cl)cn3c2Cc2cccc(Cl)c2)cc1
1.8,CN(CC(=O)Nc1ccc(Cl)c(C(F)(F)F)c1)C(=O)COc1cccc2cccnc12
